Source: PubChem BioAssay
TDP1 inh = TDP1 (human) enzyme inhibition. recombinant TDP1, AlphaScreen DNA substrate cleavage. Potency, µM (series often up to 130 µM), inactives show at the top dose activity change, negative = inhibition, actives largely listed as inhibitors. 350,000 compounds, 0.28% hits. AID 485290; further: nearly all actives have a fitted effect of over 40% in size
Target sequence (Q9NUW8 whole entry, looked up): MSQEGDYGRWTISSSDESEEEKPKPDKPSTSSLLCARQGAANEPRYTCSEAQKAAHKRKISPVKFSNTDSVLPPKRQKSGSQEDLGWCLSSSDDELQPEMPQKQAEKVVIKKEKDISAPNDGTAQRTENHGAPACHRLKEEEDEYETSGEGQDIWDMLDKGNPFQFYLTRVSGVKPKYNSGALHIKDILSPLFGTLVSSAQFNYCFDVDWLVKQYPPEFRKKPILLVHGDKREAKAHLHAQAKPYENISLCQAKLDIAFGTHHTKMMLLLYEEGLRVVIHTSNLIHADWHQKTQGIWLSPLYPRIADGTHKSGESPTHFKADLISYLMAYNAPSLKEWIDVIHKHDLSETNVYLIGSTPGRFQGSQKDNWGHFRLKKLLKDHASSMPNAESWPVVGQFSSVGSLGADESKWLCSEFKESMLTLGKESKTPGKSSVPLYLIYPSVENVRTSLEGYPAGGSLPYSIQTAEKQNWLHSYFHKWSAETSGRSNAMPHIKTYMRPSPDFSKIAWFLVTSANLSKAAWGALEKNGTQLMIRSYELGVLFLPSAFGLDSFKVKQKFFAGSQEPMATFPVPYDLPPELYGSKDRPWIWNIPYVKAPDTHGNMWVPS
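Here, a 5' biotin and 3' phosphotyrosine-FITC DNA oligonucleotide reports Tdp1 activity: intact substrate bridges AlphaScreen beads, while cleavage leaves a 3' phosphate and drops signal. All incubations at room temperature.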
DT40 TDP1 no CPT = qHTS for Inhibitors of human tyrosyl-DNA phosphodiesterase 1 (TDP1): qHTS in cells in absence of CPT; 420,000 compounds, 15% hits; Potency, µM (top dose mostly 46.2 µM), for inactives: at the highest dose activity change, negative = growth inhibition, actives largely listed as inhibitors; DT40 Tdp1-/- hTDP1 cells, no CPT, ATP luminescence, 48 h; further: nearly all actives have a fitted effect of over 55% in size
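Seeded 400 DT40-hTDP1 cells/well (vehicle DMSO, no 20 nM CPT); pinned compounds; ≥48 hr at 37 °C; CellTiter-Glo luminescence as viability measure.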
KAT2A inh = GCN5L2 (KAT2A) acetyltransferase inhibition; GCN5L2 HAT assay, ThioGlo1 CoA-SH fluorescence; Potency, µM (series often up to 58.9 µM), for inactives: at the top dose activity change, negative = inhibition, most hits filed as inhibitors; 390,000 compounds, 0.21% hits; AID 504327
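Fluorescence readout, Ex340nm/Em540nm: ThioGlo1 (50uM final) reacts with free CoA thiol released as 20nM GCN5L2 acetylates H3(1-25) peptide (75uM) using acetyl-CoA (70uM). Compound and enzyme sat 15 min beforehand; 20 min room-temperature reaction.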
* marks the source's active call; other numbers are inactive results; ? = inconclusive; · = no result given; & = joins results of further samples; [ ] = dose if it differs, or a comment. The call rests on the fitted dose curve; in most records, active means well fitted curve in the direction sought with a large enough effect; inconclusive means small, poorly fitted or top-dose-only effect, or another doubt; inactive means no such curve, though single readings can be large; an effect the other way counts as inactive or inconclusive. On the % scale 0 is the no-effect control and ±100 the full control effect; potency means the concentration at half of the fitted maximal effect.

Compound	TDP1 inh	DT40 TDP1 no CPT	KAT2A inh
Cc1cc(Br)ccc1OCCN1CCCC1	3%	?	-2%
Cc1ccc(NC(=O)CC(NC(=O)c2ccccc2Cl)c2ccccc2)nc1 (stereo unspecified)	-5%	-4%	4%
COc1cc(/C=N/n2cnc3c(sc4nc(C)cc(C)c43)c2=O)ccc1O	·	-19%	14%
CCn1ccnc1[C@@H]1C[C@H]2CN(Cc3cccc(Cl)c3)C(=O)[C@]23CCCN13	3%	-3%	-5%
COC(=O)c1c(NC(=O)CCC(=O)O)sc(Cc2ccccc2)c1C	1%	-1%	-14%
Cc1nc2c(-c3ccccc3)c(C)nn2c(C)c1CCC(=O)NC(C)CCc1ccco1 (stereo unspecified)	4%	9.2µM*	-6%
COc1cc(C(O)c2nc3ccccc3n2C)cc(OC)c1OC (stereo unspecified)	6%	18µM*	?
COc1ccc(C(=O)NC2(C(F)(F)F)NC(=O)N(CCCc3ccccc3)C2=O)c(OC)c1OC (stereo unspecified)	3%	?	-10%
COc1ccc(OCc2ccc(C(=O)NN)cc2)cc1	4%	-10%	-4%
Cc1ccc(-c2ccc(C(=O)NCc3ccc(Cl)cc3)o2)c2ccccc12	-1%	?	-12%

The closing 2 compounds of the part before come first, to join the parts:
Compound	TDP1 inh	DT40 TDP1 no CPT	KAT2A inh
COc1ccc(OCc2ccc(C(=O)NN)cc2)cc1	4%	-10%	-4%
Cc1ccc(-c2ccc(C(=O)NCc3ccc(Cl)cc3)o2)c2ccccc12	-1%	?	-12%
COc1cc(OC)c(-c2nnc3n(CCc4ccccc4)c(=O)c4ccccc4n23)cc1OC	1%	·	-12%
O=C(c1ccc2nc(Cc3cccc(Cl)c3)oc2c1)N1CCOCC1	0%	-30%	?
COc1cccc2cc(CC(=O)c3ccc(C)c(C)c3)c(=O)oc12	·	-3%	0%
CC(C)(C(N)=O)N1CCN(c2ncc(C(F)(F)F)cc2Cl)CC1	-1%	15µM*	0%
Clc1cccc(N2CCN(Cc3nc(-c4ccccc4)no3)CC2)c1	0%	-4%	-10%
CC(=O)c1cccc(NC(=O)Nc2nc(C)cc(C)n2)c1	1%	3%	1%
Cn1c(=O)oc2cc(S(=O)(=O)NCc3ccncc3)ccc21	4%	8.2µM*	4%
CC(Oc1ccc(Cl)cc1Cl)c1ccnc2nc(N3CCOCC3)nn12 (stereo unspecified)	5%	18µM*	2%
CCOC(=O)c1cccc(S(=O)(=O)N(CCO)Cc2cc3cc(OC)ccc3[nH]c2=O)c1	7%	-7%	-6%
CCCCN(C(=O)/C=C/c1ccc(OCC(C)C)c(OCC)c1)c1c(N)n(CCC)c(=O)[nH]c1=O	6%	-3%	-2%
COc1ccccc1CNC(=O)c1cc(C(=O)CC(C)C)c[nH]1	·	?	18%
COCCC(=O)N1CCC(Oc2ccc(C(=O)NCCCC3CCCC3)cc2)CC1	5%	21µM*	-2%
CCOc1ccc2nc(NC(=O)Nc3ccccc3)sc2c1	·	?	-1%
Cn1nc(-c2ccccc2)c(-c2nc(-c3cccc(C(F)(F)F)c3)no2)c1Cl	-4%	1.6µM*	2%
COc1ccc(OCC(=O)Nc2cc3oc4ccccc4c3cc2OC)cc1	3%	-29%	-1%
Cn1c(=O)c2c(nc(SCCCC#N)n2Cc2ccccc2F)n(C)c1=O	3%	?	-1%
Cc1ccc(-c2nnc(Nc3ccc(OCC(N)=O)cc3)c3ccccc23)cc1S(N)(=O)=O	·	22%	-6%
CC(C)(C)OC(=O)C[C@@H]1C/C=C\C[C@H](CC(=O)N[C@H](CO)Cc2ccccc2)C(=O)N[C@H](Cc2ccccc2)COC1=O	1%	13µM*	-1%
CCN1CCCC1CNC(=O)CCc1nc(-c2ccc(C)cc2)no1 (stereo unspecified)	4%	-12%	-15%
O=C(CCN1C(=O)[C@@H]2Cc3ccccc3CN2C1=O)N[C@@H](Cc1ccccc1)C(=O)O	·	0%	-24%
CCCCc1cc(=O)oc2cc(C)cc(OCC(=O)NCc3ccncc3)c12	11%	-23%	-3%
O=C(N/N=C/c1ccco1)c1cc(-c2ccccc2)nc2ccccc12	7%	4.1µM*	-1%
O=C1CCc2cc(S(=O)(=O)N3CCN(C(=O)c4ccco4)CC3)ccc2N1	6%	-10%	-2%
COc1ccccc1C(=O)NC(=O)COC(=O)c1ccc([N+](=O)[O-])cc1	·	4%	-1%
O=C(COc1cc(O)c2c(=O)cc(-c3ccccc3)oc2c1)c1ccc(F)cc1	5%	-16%	-2%
Cc1c(C(=O)Nc2ccc(Cl)cc2)c2ccccn2c1C(=O)c1ccccc1	5%	?	-9%
CC1CCN(S(=O)C23CC4CC(CC(C4)C2)C3)CC1 (stereo unspecified)	0%	?	6%
Cc1ccc2ncnc(Oc3ncccc3[N+](=O)[O-])c2c1	-4%	6.5µM*	-4%
CCNC(=S)NNC(=O)c1csc(C)c1	8%	-24%	-1%
Cc1oc(-c2ccccc2Cl)nc1CS(=O)CC(=O)NCc1ccccc1Cl (stereo unspecified)	4%&3%	?	1%&-4%
CCCn1nnc(NC(=O)c2ccc(Br)cc2)n1	-9%	-12%	1%
CSc1oc(-c2ccccc2)nc1S(=O)(=O)c1ccc(F)cc1	-4%	-19%	-9%
Cc1ccc(OCCCn2ccnc2)c(Br)c1	7%	?	-1%
Cc1ccc(C(=O)NCc2ccccc2F)cc1S(=O)(=O)N1CCCC1	·	-1%	-6%
O=C(CC1SCCNC1=O)Nc1cccc(Cl)c1 (stereo unspecified)	11%	-5%	-2%
NC(CSCc1cccc(Br)c1)C(=O)O (stereo unspecified)	1%	?	-2%
CCOc1ncccc1C(=O)Nc1cccc(-n2cnnn2)c1C	-2%	-16%	-2%
Cc1ccc2nc(SCC(=O)Nc3c(F)cccc3F)[nH]c2c1	2%	-2%	0%
CCCCNC(=O)c1ccc(N2CCC3(CC2)OCCO3)c([N+](=O)[O-])c1	3%	-13%	2%
CC1CN(Cc2ccccn2)CCC1=O (stereo unspecified)	1%	4%	-1%
Cc1ccc2nc(C)c(C(=O)N/N=C/c3ccc(N4CCOCC4)cc3)cc2c1	3%	9%	-8%
CC(C)N(Cc1nccn1C)C(=O)c1ccc2oc(CCCc3ccccc3)nc2c1	10%	23µM*	-11%
O=C1CSC(=S)N1	·	0%	-3%
CCC(=O)N1CCc2cc(CNC(=O)Cc3ccc(F)cc3)ccc21	-1%	-27%	4%
COc1cccc(C(=O)NC(C)C(c2cccs2)N2CCN(C)CC2)c1 (stereo unspecified)	1%	-11%	-2%
CCCCSc1nnc(-c2ccc(NC(=O)CCc3ccccc3)cc2)n1C	-1%	?	-4%
O=C(Nn1c(O)c(C=C2N=c3ccccc3=N2)sc1=S)c1ccccc1Cl	8%	-9%	-3%
COc1ccc(CN2CCN(C3CCC3)CC2CCO)cc1C (stereo unspecified)	0%	-9%	-6%
O=C(Nc1ccc(CN2CCOCC2)cc1)c1ccc(-c2cc(Cl)ccc2Cl)o1	7%	23µM*	-20%
CC(N)=NCc1cccc(CN)c1	5%&11%&9%&2%	-5%[166 µM]	·

Going on with the list:
Compound	TDP1 inh	DT40 TDP1 no CPT	KAT2A inh
COc1ccc(-c2nnn(CC(=O)NCc3cccs3)n2)cc1OC	-3%	?	9%
Fc1ccc(Nc2nc(-c3cccc(Cl)c3)c3c(n2)-c2ccccc2OC3)c(F)c1	6%	-27%	-2%
COCCNC(=O)C(OC(=O)CC1Sc2ccccc2NC1=O)c1ccccc1 (stereo unspecified)	4%[56.1 µM]	-14%	2%
Cc1ccc(Nc2nc(=O)c3cccnc3s2)c(Br)c1	·	-4%	-3%
COc1ccc(-c2nc3ccccn3c2Nc2ccccc2C)cc1	8%	?	·
O=C(Nc1cccc(-c2nc3ccccc3o2)c1)c1cccc(Br)c1	9%	21µM*	0%
COc1ccc(OC)c(-c2nc3cc4ccccc4cc3nc2-c2ccccc2)c1	-3%	?	-18%
CC(C)(C)c1[nH]nc2c1C(Cc1ccccc1)C(C#N)=C(N)O2 (stereo unspecified)	7%	?	-7%
O=C(N[C@@H](Cc1ccccc1)c1nc2ccccc2[nH]1)c1cc([N+](=O)[O-])ccc1Cl	-4%	-17%	-9%
O=C(CSc1nnc(-c2ccco2)c(-c2ccco2)n1)Nc1ccccc1	·	?	?
Cn1c(/C=C/N(Cc2ccccc2)c2ccccc2)c([N+](=O)[O-])c(=O)n(C)c1=O	3%	?	-19%
O=C(NCC1CCN(Cc2ccccc2Cl)CC1)Nc1ccccc1F	·	-10%	-19%
CC(C)CN(CC(C)C)S(=O)(=O)N1CCC(C(=O)NCc2ccc(F)cc2)CC1	4%	?	-4%
COc1ccc(-c2nn(CCC#N)cc2C(=O)Nc2ccccn2)cc1OC	·	-5%	0%
CNc1nnc(-c2ccc(OC)cc2)s1	2%	-19%	3%
Cc1ccc(C(=O)OCN2C(=O)c3ccccc3C2=O)o1	·	-4%	-1%
COc1ccc2cc(C3c4cc(OC)c(OC)cc4CCN3C(=O)c3ccco3)c(=O)[nH]c2c1 (stereo unspecified)	·	?	-8%
CCCCn1c(=N)n(CC(=O)c2ccc([N+](=O)[O-])cc2)c2ccccc21	2%	·	-3%
O=c1[nH]c(Nc2ccc(F)cc2)cc2ccccc12	3%	?	-8%
CCC(=O)N1c2ccc(S(=O)(=O)NCc3cccc(OC)c3)cc2CC1C (stereo unspecified)	2%	?	-2%
N#CC1=C(N)Oc2c(sc3ccccc23)C1c1ccco1 (stereo unspecified)	1%	5.2µM*	-13%
COc1ccccc1N1CCN(S(=O)(=O)c2cnc[nH]2)CC1	5%	9%	-4%
CCOC(=O)C1(CCOC)CCN(Cc2ccc(COC)o2)CC1	·	-29%	-2%
COc1ccc(OC)c(S(=O)(=O)NCC(=O)NC2CCCc3ccccc32)c1 (stereo unspecified)	0%	-7%	0%
COc1cc(NC(=O)COC(=O)c2[nH]c(C)c(C(C)=O)c2C)cc(OC)c1	2%	?	0%
C/C(=N\NC(=O)c1cccc(S(=O)(=O)Nc2ccccc2Cl)c1)c1ccc(-n2ccnc2)cc1	14%	?	0%
COc1ccc(N2CCN(C(=O)CSc3nnc4c(C)cc5ccc(C)c(C)c5n34)CC2)cc1	0%	-24%	-2%
O=C(Nc1ccc(NC(=O)c2cccs2)cc1)c1ccc(Br)o1	·	?	-11%
O=C(COC(=O)c1ccc(Cl)nc1)Nc1ccc2ccccc2c1	-2%	-3%	-11%
Cc1csc(NC(=O)C2CCN(C(=O)c3ccccc3C)CC2)n1	3%	?	-5%

Brought forward from above: five entries; new compounds follow.
Compound	TDP1 inh	DT40 TDP1 no CPT	KAT2A inh
C/C(=N\NC(=O)c1cccc(S(=O)(=O)Nc2ccccc2Cl)c1)c1ccc(-n2ccnc2)cc1	14%	?	0%
COc1ccc(N2CCN(C(=O)CSc3nnc4c(C)cc5ccc(C)c(C)c5n34)CC2)cc1	0%	-24%	-2%
O=C(Nc1ccc(NC(=O)c2cccs2)cc1)c1ccc(Br)o1	·	?	-11%
O=C(COC(=O)c1ccc(Cl)nc1)Nc1ccc2ccccc2c1	-2%	-3%	-11%
Cc1csc(NC(=O)C2CCN(C(=O)c3ccccc3C)CC2)n1	3%	?	-5%
Nc1c(C(=O)NC2CCCC2)sc2nc(-c3cccs3)ccc12	2%	-27%	-11%
C=CCNS(=O)(=O)c1cccc2cc(C(=O)O)c(O)cc12	0%	-14%	?
COc1ccc(C(=O)COC(=O)c2sc(C)nc2C)cc1OC	1%	?	-2%
CN1C(=O)N(C)C2(c3ccccc3)Nn3c(s/c(=C/c4ccco4)c3=O)=NC12c1ccccc1 (stereo unspecified)	5%	-26%	0%
CCC(C)N=CC1=C(O)C(C(=O)OC)C(C)(C)CC1=O (stereo unspecified)	0%	-15%	0%
Cc1cc(C)c(NC(=O)Cn2c(=O)n(-c3cccc(C(F)(F)F)c3)c(=O)c3c(C)c(C)sc32)c(C)c1	5%	-5%	-9%
COc1ccc(C(CNC(=O)CCNC(=O)c2ccccc2Cl)N2CCCC2)cc1 (stereo unspecified)	0%	19%	2%

Not all compounds are listed; rates above refer to the full screens.
